Compound activity: PubChem, National Center for Advancing Translational Sciences (NCATS)
KAT2A inh = qHTS Assay for Inhibitors of GCN5L2; Potency, µM (doses to about 58.9 µM), for inactives: at the top dose activity change, negative = inhibition, most hits filed as inhibitors; AID 504327, 2011; Histone acetyltransferase KAT2A (Homo sapiens), Q92830; actives 0.21% (n = 390,000); GCN5L2 HAT assay, ThioGlo1 CoA-SH fluorescence
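qHTS, 1536-well. 20nM enzyme, pH 7.5 HEPES/EDTA/Tween-20 buffer; 15 min compound preinc., RT. Start: 75uM H3(1-25), 70uM AcCoA, 50uM ThioGlo1. Read Ex340/Em540 at t=0 (autofluorescence flag) and t=20 min.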
DT40 TDP1 CPT = qHTS for Inhibitors of human tyrosyl-DNA phosphodiesterase 1 (TDP1): qHTS in cells in presence of CPT; chicken DT40 Tdp1-/-;hTDP1 cells + 20 nM CPT, ATP luminescence, 48 h; Potency, µM (series often up to 46.2 µM), for inactives: at the top dose activity change, negative = growth inhibition, hits mostly inhibitors; actives 12% (n = 420,000); note: nearly all actives have a fitted effect of over 55% in size
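Chicken DT40 Tdp1-/- cells complemented with human TDP1, 400 cells/well, exposed to compounds plus 20 nM camptothecin for at least 48 h at 37 C; viability read as ATP content by CellTiter-Glo luminescence.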
FEN1 inhibitor = qHTS Assay for the Inhibitors of Human Flap endonuclease 1 (FEN1); AID 588795, 2011; Potency, µM (titrated, usually from 114 µM), for inactives: at the top dose activity change, negative = inhibition, hits mostly inhibitors; Recombinant FEN1 flap cleavage, fluorescence, 15 min; P39748; actives 0.35% (n = 390,000); note: nearly all actives have a fitted effect of over 65% in size
Target sequence (P39748 whole entry, looked up): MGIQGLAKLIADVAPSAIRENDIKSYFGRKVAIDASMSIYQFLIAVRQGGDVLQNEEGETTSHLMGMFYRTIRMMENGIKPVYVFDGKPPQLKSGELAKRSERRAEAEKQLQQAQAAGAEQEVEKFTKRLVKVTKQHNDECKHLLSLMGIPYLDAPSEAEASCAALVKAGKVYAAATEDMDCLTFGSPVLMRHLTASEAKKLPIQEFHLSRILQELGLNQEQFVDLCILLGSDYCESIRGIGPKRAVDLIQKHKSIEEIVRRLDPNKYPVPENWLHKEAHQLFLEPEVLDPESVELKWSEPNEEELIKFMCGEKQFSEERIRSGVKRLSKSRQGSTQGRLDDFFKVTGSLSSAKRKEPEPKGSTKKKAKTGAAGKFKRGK
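FEN1 at 10 nM preincubated with compounds 15 min at room temperature, then flap DNA substrate added at 50 nM final. Signal read at 0 and 15 min; concentration-response fitted with four-parameter Hill equation.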
* = called active by the depositor; u = inconclusive; x = no result given; & = joins results of further samples; ! = not active in a repeat. Calls come from the whole dose curve; as a rule, active = well fitted curve in the direction sought with a large enough effect; inconclusive = small, poorly fitted or top-dose-only effect, or another doubt; inactive = no such curve, though single readings can be large; an effect the other way counts as inactive or inconclusive. % is set by controls: 0 for no effect and ±100 for the full control effect; potency is the fitted concentration of half-maximal effect. An excerpt (hit frequency here may not be typical).

Each structure is followed by: KAT2A inh, DT40 TDP1 CPT, FEN1 inhibitor
COC(=O)[C@H](Cc1ccccc1)NC(=O)Nc1ccc(OC)cc1
→ 0%, -2%, 2%
COc1ccc(CC2(c3ccccc3)NC(=O)NC2=O)cc1 (stereo unspecified)
→ x, u, -8%
Cc1ccc2c(c1)c1c(n2CC(O)CN2CCCCCC2)CCCC1 (stereo unspecified)
→ -1%, u, 8%
CC(C)C(NC(=O)C1CCC(C(C)(C)C)CC1)C(=O)NCCc1ccc(S(N)(=O)=O)cc1 (stereo unspecified)
→ -22%, -15%, 0%
Cc1cccc(C)c1NC(=O)c1sc(N)nc1-c1ccccc1
→ -3%, -19%, 6%
COC(=O)CSc1nc(NC(C)C)nc(N2CCOCC2)n1
→ -5%, 7%, 0%
COc1ccc(CCC(=O)NCc2cn3ccc(C)cc3n2)cc1
→ 3%, 9%, -5%
COc1ccc(C2NC(=O)N(C)C3=C2C(=O)N(c2ccc(Br)cc2)C3)cc1 (stereo unspecified)
→ -9%, u, 8%
CC1=CCC2C(=O)N(Cc3ccccc3)C(=O)C2C1 (stereo unspecified)
→ -2%, 4%, -2%
Cc1cnc(NC(=O)Cc2ccc(S(=O)(=O)N3CCOCC3)s2)s1
→ 1%, 3%, 5%
COc1ccc(OC)c2sc(Cl)nc12
→ -5%, -19%, 7%
CCOC(=O)N1CCC(NC(=O)c2ccc(CS(=O)c3cccc(Cl)c3)o2)CC1 (stereo unspecified)
→ -25%, u, 4%
COCCNC(=O)CCSc1nc(-c2ccc(OC)cc2)cc(C(F)(F)F)n1
→ 0%&-5%, 23µM*!, 12%&2%
CC(C)(C)c1ccc(C(=O)N2CCC(C(=O)NCC3CCCO3)CC2)cc1 (stereo unspecified)
→ -7%, -9%, -14%
Cc1ccc(C)c(Cn2nc(C)n3c(cc4cc(C)ccc43)c2=O)c1
→ 3%, -8%, -9%
Cc1cccc(-n2ccnc2SCC(=O)Nc2ccc3c(c2)OCCO3)c1
→ 2%, u, 0%
Cc1cc2ncn(C(=O)c3c(-c4ccccc4Cl)noc3C)c2cc1C
→ 0%, -22%, -19%
CCSc1cc(N2CCCC2)nc(-c2cccc(C)c2)n1
→ -2%, -2%, 3%
Cc1cc([N+](=O)[O-])nn1CC(=O)NNC(=S)Nc1ccc(F)cc1
→ -5%, -7%, 0%
Cc1ccc(Nc2ncnc3ccccc23)cc1
→ 1%, -19%, -12%
CCOc1ccc(S(=O)(=O)NCCOC)cc1C
→ -4%, -4%, -2%
COc1ccc(CCNc2nc(C)cc(=O)[nH]2)cc1OC
→ x, -1%, -7%
O=C(/C(=N/O)n1cncn1)c1ccccc1Cl
→ -2%, 9%, 1%
CC(C)n1c(SCC(=O)c2ccc(F)cc2)nc2c(sc3ccccc32)c1=O
→ -2%, 8%, -26%
CCCCCCNC(=O)N[C@@H](C(=O)NCCC[C@H]1CN2C(=NC[C@@H]2Cc2ccccc2)N1CCc1cccc(OC)c1)C(C)C
→ 40µM*, 4.1µM*, 4%
O=C1CCCN1CCC1CCN(C2CC(=O)N(Cc3ccc(N4CCCC4=O)cc3)C2=O)CC1 (stereo unspecified)
→ -2%, 16%, 5%
O=C(NN=Cc1ccc(OC(F)F)cc1)c1ccc(NS(=O)(=O)c2cccs2)cc1
→ -8%, u, -20%
CCOC(=O)CNc1nc(OCC#N)nc(N2CCOCC2)n1
→ -1%, -2%, -1%
COc1cccc2c1C1COC3C4CC(C(=O)O)C(C(C2)N13)N4C (stereo unspecified)
→ x, 5.2µM*, 1%
CNc1nc(Nc2ccc(C)c(Cl)c2)c2cnn(C)c2n1
→ -20%, 23µM*, 0%

Structural class: the entries above containing a Cl atom (5)
Each structure is followed by: KAT2A inh, DT40 TDP1 CPT, FEN1 inhibitor
COc1ccc(OC)c2sc(Cl)nc12
→ -5%, -19%, 7%
CCOC(=O)N1CCC(NC(=O)c2ccc(CS(=O)c3cccc(Cl)c3)o2)CC1 (stereo unspecified)
→ -25%, u, 4%
Cc1cc2ncn(C(=O)c3c(-c4ccccc4Cl)noc3C)c2cc1C
→ 0%, -22%, -19%
O=C(/C(=N/O)n1cncn1)c1ccccc1Cl
→ -2%, 9%, 1%
CNc1nc(Nc2ccc(C)c(Cl)c2)c2cnn(C)c2n1
→ -20%, 23µM*, 0%

The results go on:
Each structure is followed by: KAT2A inh, DT40 TDP1 CPT, FEN1 inhibitor
CCCCCN(C(=O)CN(C)Cc1ccc(OC)cc1OC)c1c(N)n(CCCC)c(=O)[nH]c1=O
→ -9%, u, 10%
O=C(c1ccc(Cn2cc(Br)cn2)cc1)N1N=C(C(F)F)CC1(O)C(F)F (stereo unspecified)
→ -5%, -20%, 11%
O=C(CN1CCN(S(=O)(=O)/C=C/c2ccccc2)CC1)Nc1ccc(N2CCOCC2)cc1
→ -14%, 4%, -8%
Cc1cccc(C(=O)O/N=C(\N)c2ccc(Cl)cc2)c1
→ 3%, -11%, -17%
Cn1c(-c2ccccc2F)cc2onc(-c3ccccc3)c2c1=O
→ -7%, u, -15%
COC(=O)c1c(C)nc(C)c(C(=O)OC)c1-c1ccc(OC)c(OC)c1
→ -4%, 6%, -13%
CN(C)C(=O)c1ccc(-c2cncnc2Nc2ccc(F)cc2)cc1
→ -11%, -4%, x
Cc1cc(C)n(-c2ccc(NC(=O)C3CCCCN3C(=O)c3cc(C)oc3C)cc2)n1 (stereo unspecified)
→ -2%, 15µM*, -2%
O=C(Cc1cccc(C(F)(F)F)c1)Nc1ccc(S(=O)(=O)N2CCCC2)cc1
→ u, u, -1%
Cc1ccccc1OCCC(=O)N1CCN(S(=O)(=O)c2ccc(F)cc2)CC1
→ 3%, -28%, -4%
COc1ccc(NC(=O)CSc2nc3ccccc3c(=O)n2CCCC(=O)NCC2CCCO2)c(OC)c1 (stereo unspecified)
→ -3%, u, -10%
C=C(C)COc1ccc2c(C)c(CC(=O)N3C[C@H]4C[C@@H](C3)c3cccc(=O)n3C4)c(=O)oc2c1C
→ -5%, 15µM*, 15%
Cc1ccc(NC(=O)Cn2c(=O)n(CCC(=O)N3CCc4ccccc4C3)c(=O)c3ccccc32)cc1
→ -3%, 18µM*, -8%
COc1ccc(N=C2C(=Nc3ccc(OC)cc3)N(c3ccc(N(C)C)cc3)C(=S)N2c2ccc(OC)cc2)cc1
→ 3%, 0.65µM*, -5%
CCOC(=O)c1c(C)c(C#N)c2c3ccccc3ccn12
→ -9%, 1%, -2%
COc1ccc(C)cc1NC(=O)C1CCN(S(=O)(=O)c2ccc3c(c2)CCCN3C(C)=O)CC1
→ -5%, 3%, 12%
COc1cc(CN2CCc3ccccc3C2)ccc1O
→ 0%, 0.92µM*, 19%
CO/N=C/C(c1ccc(Cl)nc1)S(=O)(=O)c1ccccc1 (stereo unspecified)
→ -6%, 3%, -16%
CC1CCC(NC(=O)c2cc3ccccc3cc2O)CC1 (stereo unspecified)
→ 3%, u, -6%
COc1ccc(C(=O)OCC(=O)NC2CC2)cc1F
→ 4%, 10%, 10%
O=C(c1ccco1)N1N=C(c2cccs2)CC1c1ccccc1O (stereo unspecified)
→ -4%, 18µM*, 0%
O=C(CNC(=O)c1ccc(Cl)cc1)c1ccc(Cl)cc1
→ -1%, -30%, -1%
CCn1c(SCc2nc3ccccc3[nH]2)nnc1-c1cccs1
→ -2%, -21%, 1%
COc1ccc(-c2c3c(=O)n(C)c(=O)n(C)c3c3n2-c2ccccc2NC3c2ccc(O)cc2O)cc1 (stereo unspecified)
→ 0%, 16µM*, -3%
COCc1ccc(CN2CCC(N3CCC(C(=O)N4CCCC4)CC3)CC2)o1
→ 0%, 6%, 8%
Cc1cc(N(CCO)CCO)ccc1C(c1ccc(N(CCO)CCO)cc1C)c1ccccc1Cl
→ -2%, -29%, 0%
CC1(C)CC(=O)C(C=Nc2ccc(O)cc2)=C(O)C1
→ -8%, u, 9%
O=C(CSCc1ccccc1Cl)N/N=C/c1ccco1
→ -2%, 2%, -10%
CCOC(=O)C1=C(O)/C(=C/c2ccc(CNC(=O)C(=O)Nc3ccc(C)cc3)o2)N=C1C
→ u, u, -10%
CC(C)(Oc1ccc(Cl)cc1)C(=O)OCC(=O)N1CCCC1
→ -4%, -14%, 0%

An excerpt from the list above:
Each structure is followed by: KAT2A inh, DT40 TDP1 CPT, FEN1 inhibitor
CCCCCN(C(=O)CN(C)Cc1ccc(OC)cc1OC)c1c(N)n(CCCC)c(=O)[nH]c1=O
→ -9%, u, 10%
O=C(c1ccc(Cn2cc(Br)cn2)cc1)N1N=C(C(F)F)CC1(O)C(F)F (stereo unspecified)
→ -5%, -20%, 11%

(cont.)
Each structure is followed by: KAT2A inh, DT40 TDP1 CPT, FEN1 inhibitor
CCn1c(SCC(=O)Nc2ccc3c(c2)OCCO3)nnc1-c1c[nH]c2ccccc12
→ 1%, 3%, -13%
CC1(C)CC(O)(CCNCc2ccc3c(c2)OCO3)CCO1 (stereo unspecified)
→ -1%, -1%, -2%
CS(=O)(=O)N1CCCC(C(=O)NCc2ccc(F)cc2Cl)C1 (stereo unspecified)
→ -5%, -3%, 1%
CCOC(=O)c1c(C)[nH]c(=S)c(C#N)c1-c1ccc(Cl)cc1
→ -8%, -16%, 0%
O=C(N/N=C/c1cc(Br)cs1)C(O)c1ccccc1 (stereo unspecified)
→ 0%, 2%, -1%
CCC1C(=O)c2ccccc2N(C)C1=O (stereo unspecified)
→ 0%, 16%, 20%
Cc1ccccc1C(=O)N1CCN(c2ncnc3c2cnn3-c2ccccc2)CC1
→ -9%, 21µM*, 12%
CC1(c2nnc(-c3cccc(Cl)c3)o2)CC(c2ccc(Cl)cc2)=NO1 (stereo unspecified)
→ x, -27%, -23%
Cn1nc(C(=O)NNC(=O)c2ccc(Cl)cc2)ccc1=O
→ -1%, 6%, 1%
COc1ccc(-n2c(CNc3ccc(C)cc3)nnc2SCC(=O)Nc2nc(-c3ccccc3)cs2)cc1
→ 1%, 5.6µM*, 3%
CC(NC(=O)CCNC(=O)N1CCn2c1nc1ccccc12)c1ccccc1 (stereo unspecified)
→ -6%, -1%, -9%
O=C(O)c1nc(-c2ccccc2)n(-c2cccc(C(F)(F)F)c2)n1
→ -2%, 1%, -3%
Cc1ccc(S(=O)(=O)Nc2ccc(-c3cn4ccc(C)cc4n3)cc2)cc1
→ -9%, u, 0%
O=C(Cc1cccc(NC(=O)C2CCN(C(=O)C3CCCCC3)CC2)c1)Nc1cccc(C(=O)N2CCOCC2)c1
→ x, -15%, 1%
O=C(O)c1ccccc1NC(=S)NC(NC(=O)c1ccccc1[N+](=O)[O-])C(Cl)(Cl)Cl (stereo unspecified)
→ -7%, -12%, 8%
CCn1c(SCC(=O)N2CCN(C(=O)c3ccco3)CC2)nnc1C(C)C
→ 3%, -4%, 18%
Cn1nc(C(=O)NCC2CCCO2)c2ccccc2c1=O (stereo unspecified)
→ -5%, -22%, 22%
O=C(CCC1CCCN(C(=O)c2ccoc2)C1)NCc1ccccc1F (stereo unspecified)
→ 3%, u, 1%
O=C(c1ccc(N2C(=O)CCC2=O)cc1)N1CCOCC1
→ -4%, -11%, -2%
CCOC(=O)N1CCC(NC(=O)C(NS(=O)(=O)c2ccc3c(c2)CCN3C(C)=O)C(C)C)CC1 (stereo unspecified)
→ -6%, -3%, 11%
CCN(CC)S(=O)(=O)c1cc([N+](=O)[O-])ccc1NNC(=O)Nc1ccccc1OC
→ -18%, -29%, -3%
O=C(N/N=C/c1ccncc1)C12CC3CC(CC(C3)C1)C2
→ -7%, -2%, -1%
Cn1c(CCNS(=O)(=O)c2ccc(F)cc2)nnc1SCc1cccnc1
→ -1%, 7%, 2%
O=S(=O)(c1cccc(COc2ccc(Cl)cc2Cl)c1)N1CCOCC1
→ -22%, u, -13%
Cc1c(N/C(=N/S(=O)(=O)c2cc([N+](=O)[O-])ccc2Cl)c2ccccc2)c(=O)n(-c2ccccc2)n1C
→ -3%, 12%, 0%
CCOC(=O)C1(CCOC)CCN(C2C3CC4CC(C3)CC2C4)CC1 (stereo unspecified)
→ -10%, 6%, -15%
CC(=O)Oc1ccccc1N1C(=O)c2ccc(C(=O)O)cc2C1=O
→ 4%, -9%, 11%
O=C(CNS(=O)(=O)c1cccc2nsnc12)NC1CCCCC1
→ -1%, 0%, -2%
N#Cc1ccc(Cl)cc1NC(=O)CNc1cccc(S(=O)(=O)N2CCCC2)c1
→ -1%, u, 7%
CC(C)c1c(C(=O)N/N=C/c2ccc(C(F)(F)F)cc2)nnn1-c1nonc1N
→ -15%, 15µM*, -1%
CCOC(=O)C1CCCCN1Cc1cn[nH]c1-c1ccc(F)cc1F (stereo unspecified)
→ -1%, u, -1%
O=C(CSc1ncnc2sc3c(c12)CCCCC3)NCc1ccco1
→ -7%, 9.2µM*, 1%
COc1cc(CNC(=O)c2ccc3c(c2)S(=O)(=O)c2ccccc2C3=O)cc(OC)c1
→ x, u, 5%
